# Glioma ERSR ind = qHTS for Inducers of the Endoplasmic Reticulum Stress Response (ERSR) in Human Glioma: qHTS | U87-MG GRP78 promoter luciferase reporter, 16 h | Potency, µM, without a hit: at the highest dose activation, usual class: activators | 0.02% of 420,000 active; also: potency is read from the fitted curve at half-maximal effect; series mostly up to about 76 µM; % of control where 0% means no effect; nearly all actives have a fitted effect of over 35% in size
#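 ERSR induction read as luciferase luminescence (Bright-Glo, 10 min at room temperature) in stably transfected human U87-MG glioma cells exposed to compounds for 16 h, using GRP78 as sensor.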
# D1 potentiator = Potentiators of Human D1 Dopamine Receptor: qHTS; AID 504651, 2011; HEK293 TREx D1 cells, calcium flux, dopamine EC20 potentiation; potentiation, % at 10 µM; 0.036% of 360,000 active; in the data active = potentiation above about 30%; also: 0% is about no effect
# Target sequence (P21728 whole entry, looked up): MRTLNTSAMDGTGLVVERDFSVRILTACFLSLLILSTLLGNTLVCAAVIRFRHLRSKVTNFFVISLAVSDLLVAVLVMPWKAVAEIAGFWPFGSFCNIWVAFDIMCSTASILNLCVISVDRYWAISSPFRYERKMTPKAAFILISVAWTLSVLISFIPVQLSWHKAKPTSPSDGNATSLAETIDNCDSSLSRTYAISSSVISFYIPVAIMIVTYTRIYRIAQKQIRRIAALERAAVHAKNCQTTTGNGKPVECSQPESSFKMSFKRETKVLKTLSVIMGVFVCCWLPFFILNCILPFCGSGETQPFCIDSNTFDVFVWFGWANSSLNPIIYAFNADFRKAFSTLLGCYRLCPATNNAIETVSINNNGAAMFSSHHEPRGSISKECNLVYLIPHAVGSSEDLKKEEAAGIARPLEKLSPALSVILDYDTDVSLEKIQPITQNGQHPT
# D2 potentiator = HTS Assay for Positive Allosteric Modulators of the Human D2 Dopamine Receptor: Primary Screen for Potentiators; D(2) dopamine receptor (Homo sapiens), P14416; HEK293 T-REx D2, calcium flux, EC20 dopamine potentiation; potentiation, % at 10 µM; 0.34% of 340,000 active; AID 485347, 2010;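 active = potentiation over 3 SD above the plate norm, cut at about 30% in these data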; also: 0% is about no effect
# Target sequence (P14416 whole entry, looked up): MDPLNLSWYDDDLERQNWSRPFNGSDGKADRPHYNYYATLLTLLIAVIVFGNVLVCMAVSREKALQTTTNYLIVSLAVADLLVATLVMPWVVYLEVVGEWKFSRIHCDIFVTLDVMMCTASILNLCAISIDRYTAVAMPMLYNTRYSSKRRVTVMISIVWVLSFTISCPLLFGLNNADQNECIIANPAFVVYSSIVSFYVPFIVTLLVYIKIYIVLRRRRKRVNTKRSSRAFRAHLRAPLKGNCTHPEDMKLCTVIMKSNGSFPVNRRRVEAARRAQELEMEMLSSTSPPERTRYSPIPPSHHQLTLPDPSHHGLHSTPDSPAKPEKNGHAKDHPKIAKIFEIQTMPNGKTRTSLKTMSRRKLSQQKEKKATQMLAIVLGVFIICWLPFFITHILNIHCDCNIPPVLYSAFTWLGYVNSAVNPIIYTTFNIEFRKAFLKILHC
#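 Tetracycline-induced HEK293 T-REx cells force-coupled to calcium signalling expressed D2; compounds were pin-added after a 10 s baseline, read kinetically 180 s, then an EC20 dopamine challenge followed with a further 180 s calcium read.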
# D1 antag = Antagonist of Human D 1 Dopamine Receptor: qHTS. 3.2% of 360,000 active. AID 504652, 2011. activity change, negative = inhibition, % at 10 µM. D(1A) dopamine receptor (Homo sapiens), P21728. HEK293 TREx D1 cells, calcium flux, dopamine EC80; hits give low values; in the data active = activity change below about -30%; also: % is scaled to controls: 0 for no effect and ±100 for the full control effect
#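 Tetracycline-induced HEK293 Trex D1 cells, force-coupled to calcium, dye-loaded; compounds added and read 180 s, then EC80 dopamine added and calcium flux tracked kinetically another 180 s.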
# LDHA inh = qHTS assay for inhibitors of human lactate dehydrogenase; L-lactate dehydrogenase A chain (Homo sapiens), P00338; purified LDHA, NADH/diaphorase-resazurin fluorescence; hits give low values; activity change, % (values are at about 110 or 230 µM); 0.15% of 480,000 active; in the data active = activity change below about -30%; inconclusive = mostly about -25% to -30%;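 also: plate controls were DMSO wells for no effect and wells without enzyme for full effect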
#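 Resorufin fluorescence (ex540/em590), read at 0 and 20 min after diaphorase/resazurin addition, reports the NADH left after a 5 min room-temperature reaction of 2 nM human LDH5 with 0.06 mM NADH and 0.2 mM pyruvate.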
# RXFP1 ag = qHTS Assay for Agonists of the Relaxin Receptor RXFP1; Relaxin receptor 1 (Homo sapiens), Q9HBX9; HEK293T-RXFP1 cAMP TR-FRET, 30 min; response scale: percent of porcine relaxin response, buffer zero; Potency, µM (titrated, usually from 57.5 µM), for inactives: at the highest dose activation, actives largely listed as activators; 0.3% of 370,000 active; also: potency is read from the fitted curve at half-maximal effect; % is scaled to controls: 0 for no effect and ±100 for the full control effect; nearly all actives have a fitted effect of over 60% in size; many of its hits are not listed in these tables
#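 HEK293T cells stably expressing RXFP1 were pretreated with the PDE4 inhibitor Ro 20174, exposed to compounds for 30 min at 37C, lysed, and cAMP was read by TR-FRET. Data normalized to buffer (basal) and 29 nM porcine relaxin (100%).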
# D1 ag = Allosteric Agonists of the Human D1 Dopamine Receptor: qHTS | HEK293 T-REx D1 cells, calcium flux, agonist mode | 1% of 360,000 active | AID 504660, 2011 | D(1A) dopamine receptor (Homo sapiens), P21728 | activation, % at 2 µM; in the data active = activation above about 30%; also: 0% is about no effect
#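 Inducible HEK293 T-REx D1 cells, force-coupled to calcium signalling, were plated at 4000 cells/well with tetracycline and held overnight at 30 C. After no-wash calcium dye loading, compound-evoked calcium rise over 180 s flagged agonists.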
# Vif-A3F inh = qHTS for Inhibitors of Vif-A3F Interactions: qHTS. AID 602313, 2012. HeLa A3F-eYFP + Vif (tagged APOBEC3F with the HIV-1 protein that degrades it), YFP fluorescence increase. 0.2% of 390,000 active. Potency, µM (highest dose often 46.1 µM), for inactives: top-dose activity, negative = active; also: potency is read from the fitted curve at half-maximal effect; % of control where 0% means no effect; nearly all actives have a fitted effect of over 65% in size
#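 HeLa cells stably expressing A3F-eYFP plus Vif, plated and incubated overnight at 37 deg C, then exposed to compounds overnight at 37 deg C. Blocked degradation read as raised yellow fluorescence (Ex 488/Em 500-530).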
# Vif-APOBEC3G blk = qHTS for Inhibitors of Vif-A3G Interactions: qHTS. 0.076% of 410,000 active. Potency, µM (doses to about 46.1 µM), for inactives: top-dose activity, negative = active, hits mostly inhibitors. DNA dC->dU-editing enzyme APOBEC-3G (Homo sapiens), Q9HC16. HeLa A3G-eYFP + Vif (tagged APOBEC3G with the HIV-1 protein that degrades it), YFP fluorescence, overnight;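 also: potency is read from the fitted curve at half-maximal effect; % is scaled to controls: 0 for no effect and ±100 for the full control effect; nearly all actives have a fitted effect of over 60% in size; hits raise eYFP signal because A3G escapes Vif-driven loss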
#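 HeLa cells stably expressing Vif and C-terminally eYFP-tagged A3G, seeded overnight at 37 deg C, then exposed to compound by pintool overnight at 37 deg C. Rise in yellow fluorescence (Ex 488/Em 500-530, Acumen) marks blocked Vif-driven A3G degradation.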
# An asterisk follows results filed as active; ? = inconclusive; . = not tested or not shown. Unless noted, calls follow the shape of the dose curve; as a rule, active = well fitted curve in the direction sought with a large enough effect; inconclusive = small, poorly fitted or top-dose-only effect, or another doubt; inactive = no such curve, though single readings can be large; an effect the other way counts as inactive or inconclusive. Some of the compounds tested, so the mix of outcomes need not match the whole.
SMILES | Glioma ERSR ind | D1 potentiator | D2 potentiator | D1 antag | LDHA inh | RXFP1 ag | D1 ag | Vif-A3F inh | Vif-APOBEC3G blk
CNC(=O)C[C@H]1C(=O)N(CCc2ccccc2)C[C@@H]1C | -4% | . | . | . | 1 | . | . | -2% | 5%
O=C(CSc1nnc(-c2cccs2)o1)Oc1ccccc1 | -3% | 1 | 10 | -2 | -9 | -4.4% | 0 | -9% | -1%
Cc1cccc(N(CC(=O)NC2CCCC2)C(=O)CS(=O)CC(=O)Nc2ccc3c(c2)OCO3)c1C (centres undefined) | -3% | -8 | -5 | -3 | -2 | 0.1% | 0 | -28% | -1%
Cc1ccccc1OCC1CNC(=O)O1 (centres undefined) | -3% | 2 | 18 | 3 | -1 | 0.3% | 1 | -2% | 1%
Cc1ccc(-n2nnnc2SCC(=O)Nc2ccc3c(c2)COC3=O)cc1C | 0% | -2 | -1 | -1 | -10 | 2.5% | 5 | 0% | -1%
CC(C)C(OC(=O)c1oc2ccccc2c1CSC1CCCCC1)C(=O)NC(N)=O (centres undefined) | . | . | -2 | -1 | . | -0.1% | 3 | . | .
COc1cccc(NC(=O)CSc2nnc(COc3ccc4c(c3)CCCC4)o2)c1 | -6% | -8 | 4 | 8 | -11 | 3.1% | 4 | 1% | 2%
O=c1nc2n(c3c1oc1ccccc13)Cc1ccccc1-2 | . | -3 | -12 | -15 | . | 3.9% | 0 | . | .
CCCCCSc1nnc(-c2ccc(Br)cc2)o1 | . | 2 | -4 | 1 | -1 | 5.4% | 1 | . | .
Cc1cc2oc(=O)cc(CN3CCC(C)CC3)c2cc1Cl | 3% | -7 | -5 | 3 | 5 | 2.7% | 1 | -14% | -9%
CC(C)(CCc1ccccn1)C(=O)CCCc1ccccn1 | 4% | . | . | . | -7 | . | . | -10% | 0%
CCCCNC(=O)c1ccc(-c2nc(CN3CCc4ccccc43)c(C)o2)cc1 | -3% | -3 | -6 | 3 | -11 | 0.7% | -1 | 6% | 4%
COc1ccc2nc(SCC(=O)NN)cc(C)c2c1 | -3% | -2 | 11 | 16 | 0 | 2.6% | 2 | -3% | 1%
COCCCn1c2nc3ccccc3nc2c2c(=O)n(Cc3ccccc3Cl)cnc21 | . | 0 | 10 | 3 | . | 0.9% | 0 | . | .
COc1ccc(NC(=O)c2c(NCc3cccs3)sc3c2CCCCC3)c(OC)c1 | -3% | -7 | 12 | -8 | 13 | 1.8% | 1 | -5% | -6%
O=C(c1cnn2c(C(F)F)cc(-c3ccccc3)nc12)N1CCN2CCCC2C1 (centres undefined) | 0% | 1 | -15 | -8 | -2 | 4.1% | 0 | 5% | -8%
COc1ccc(OC)c(NC(=O)COc2ccc(S(=O)(=O)N3CCCC3)cc2)c1 | 1% | -3 | -22 | 6 | 6 | 0.4% | 2 | 10% | -7%
O=C(c1cc([N+](=O)[O-])[nH]n1)N1CCSCC1 | -3% | 2 | 3 | -2 | 1 | -0.1% | 2 | 15% | -2%
COCCNC(=O)C(c1ccc(F)cc1)N(Cc1ccco1)C(=O)CCC(=O)Nc1ccccn1 (centres undefined) | -3% | 5 | -13 | 17 | 2 | 3.4% | -2 | ? | 3%
CC(=O)N(c1ccccc1)c1nnc(-c2cnc(C)cn2)s1 | -1% | -2 | 2 | 6 | -4 | -0.1% | 3 | 1% | 4%

# Laid out differently: 2 of the compounds above
COc1ccc2nc(SCC(=O)NN)cc(C)c2c1
  Glioma ERSR ind = -3%; D1 potentiator = -2; D2 potentiator = 11; D1 antag = 16; LDHA inh = 0; RXFP1 ag = 2.6%; D1 ag = 2; Vif-A3F inh = -3%; Vif-APOBEC3G blk = 1%
CC(C)(CCc1ccccn1)C(=O)CCCc1ccccn1
  Glioma ERSR ind = 4%; D1 potentiator = .; D2 potentiator = .; D1 antag = .; LDHA inh = -7; RXFP1 ag = .; D1 ag = .; Vif-A3F inh = -10%; Vif-APOBEC3G blk = 0%

# Carrying on.
SMILES | Glioma ERSR ind | D1 potentiator | D2 potentiator | D1 antag | LDHA inh | RXFP1 ag | D1 ag | Vif-A3F inh | Vif-APOBEC3G blk
CC(C)[C@@H](C(=O)NCC1CCCO1)N1C(=O)N2CCc3c([nH]c4ccccc34)[C@@]2(C)C1=O (some centres undefined) | -1% | 1 | -2 | 7 | -2 | -2.5% | 1 | 1% | 1%
O=C(COCc1cc(-c2cccs2)on1)Nc1cccc(Cl)c1Cl | -3% | 0 | -11 | 14 | 1 | 2.1% | 6 | -12% | 0%
O=C(O)C1Cn2c(nc3c(c2=O)C2(CCCC2)Cc2ccccc2-3)S1 (centres undefined) | 0% | -1 | . | -2 | -17 | 7.0% | 5 | 27% | -1%
Cn1cc(Br)c(C(=O)N/N=C/c2cc3ccccc3nc2Cl)n1 | 8% | -2 | -3 | -22 | -1 | -1.4% | 4 | -2% | -12%
O=C(CNC(=O)Cc1ccc(Cl)cc1)NCc1ccco1 | -2% | -6 | 12 | . | 2 | -0.8% | 0 | -3% | -1%
CC1=C(C(=O)OCc2ccccc2)C(c2cccc3ccccc23)NC(=O)N1CCCC(=O)O (centres undefined) | 1% | -1 | 2 | -39* | -16 | -0.6% | 1 | 9% | -7%
COc1ccccc1C(=O)Nc1ccc(N2CCCCC2)cc1 | 1% | -3 | 4 | -6 | -5 | 0.9% | 4 | 5% | 2%
Cc1ccc(N2CC(C(=O)N3CCOCC3)CC2=O)cc1Cl (centres undefined) | 1% | 0 | -21 | -4 | -4 | -0.5% | 0 | 4% | 3%
Cc1cccc(-n2ncc3c2CCCC3NC(=O)c2cccs2)c1C (centres undefined) | -3% | . | . | . | 0 | . | . | -2% | 0%
COc1ccc(N(CC(=O)N2CCc3ccccc3C2)S(=O)(=O)c2c(C)[nH]c(=O)[nH]c2=O)cc1 | -1% | -3 | 5 | -20 | -4 | 0.2% | 2 | -1% | 5%

# In the list so far, five contain an aryl thioether with sulfur outside any ring:
SMILES | Glioma ERSR ind | D1 potentiator | D2 potentiator | D1 antag | LDHA inh | RXFP1 ag | D1 ag | Vif-A3F inh | Vif-APOBEC3G blk
O=C(CSc1nnc(-c2cccs2)o1)Oc1ccccc1 | -3% | 1 | 10 | -2 | -9 | -4.4% | 0 | -9% | -1%
Cc1ccc(-n2nnnc2SCC(=O)Nc2ccc3c(c2)COC3=O)cc1C | 0% | -2 | -1 | -1 | -10 | 2.5% | 5 | 0% | -1%
COc1cccc(NC(=O)CSc2nnc(COc3ccc4c(c3)CCCC4)o2)c1 | -6% | -8 | 4 | 8 | -11 | 3.1% | 4 | 1% | 2%
CCCCCSc1nnc(-c2ccc(Br)cc2)o1 | . | 2 | -4 | 1 | -1 | 5.4% | 1 | . | .
COc1ccc2nc(SCC(=O)NN)cc(C)c2c1 | -3% | -2 | 11 | 16 | 0 | 2.6% | 2 | -3% | 1%

# Continuation.
SMILES | Glioma ERSR ind | D1 potentiator | D2 potentiator | D1 antag | LDHA inh | RXFP1 ag | D1 ag | Vif-A3F inh | Vif-APOBEC3G blk
OCC1(Cc2ccc(Cl)cc2)CCN(CCCc2ccccc2)CC1 | -6% | -2 | -10 | -7 | -4 | 0.0% | 27 | 0% | 5%
CC1CCCC(C)N1C(=O)COC(=O)c1cc(F)c(F)cc1Cl (centres undefined) | 2% | . | . | . | -4 | . | . | -7% | 0%
COc1ccc(-c2[nH]n(-c3ccc([N+](=O)[O-])cc3)c(=O)c2C=NCc2ccncc2)cc1 | 0% | -8 | 15 | -31* | -8 | -0.9% | 6 | 4% | -5%
COc1c([N+](=O)[O-])cc(C(=O)NNC(=O)c2ccc(C)cc2)cc1[N+](=O)[O-] | -5% | -6 | 14 | -1 | -9 | 0.4% | -3 | -12% | 0%
Cc1ccc(Cn2c(C)nc3ccc([N+](=O)[O-])cc3c2=O)cc1 | -4% | -5 | 11 | -25 | 3 | -0.6% | 1 | 3% | 0%
Cc1cccc(OCCOC(=O)C2CCN(S(=O)(=O)c3ccc(C)c(C)c3)CC2)c1 | -3% | -10 | -4 | 2 | -5 | -0.3% | 28 | -19% | 1%
COc1ccc(N2CCN(C(=O)CC3NC4CCCCC4NC3=O)CC2)cc1 (centres undefined) | -2% | 2 | 1 | -13 | 2 | 1.1% | 1 | 7% | -3%
CCOC(=O)N1C2=NC(C(=O)OC)=C(C(=O)OC)[C@@H]3N(C)c4ccccc4[C@]23C[C@H]1C(=O)OC | -4% | 5 | 11 | 1 | 0 | 1.0% | 3 | -2% | -3%
C=CCSC1=C(C#N)C(c2ccccc2)CC(=O)N1 (centres undefined) | -2% | -11 | 7 | 2 | -5 | 0.6% | 1 | -2% | -2%
CCCc1cc(=O)[nH]c(SCC(=O)Nc2cc(S(=O)(=O)N3CCOCC3)ccc2Cl)n1 | -2% | . | . | . | -8 | . | . | 11% | -2%
Cc1nn(CCCC(=O)NCc2ccco2)c(=O)c2nn(-c3ccccc3)c(C)c12 | 4% | -1 | 8 | 14 | -16 | 5.8% | 1 | -3% | -6%
CC(=O)Nc1ccc(NS(=O)(=O)c2ccc3c(c2)n(C)c(=O)n3C)cc1 | -5% | -2 | 3 | 5 | 7 | 2.5% | 5 | -10% | 0%
CCOC(=O)CNC(=O)C12CC3CC(C1)CC(c1ccc(C)cc1)(C3)C2 | -1% | -4 | 0 | -1 | -6 | -0.8% | 1 | -3% | 0%
COc1ccc(-c2oc(=O)n(C)c2-c2ccc(OC)cc2)cc1 | 3% | -5 | 11 | -1 | -7 | 0.7% | 2 | -25% | -5%

# Compound activity: PubChem BioAssay, National Center for Advancing Translational Sciences (NCATS)
